MsrA act = activators of bovine methionine sulfoxide reductase A; purified bovine MsrA, absorbance read-out; activation, % at 10.6 µM; 360,000 compounds, 0.3% hits; in the data active = activation above about 7.5%;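 also: 0% = vehicle and 100% = reference activator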
MLLE-PAM2 inh = blocks PAM2 peptide binding to the PABP1 MLLE domain; P11940; GST-MLLE / FITC-PAM2 fluorescence polarization; inhibition, % at 20 µM; 360,000 compounds, 0.36% hits; in the data active = inhibition above about 35%, passing the limit was not always enough;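 also: plate controls were DMSO wells with GST-MLLE for no effect and wells lacking GST-MLLE protein for full effect; some results filed as inactive read as strong as hits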
FAS-TE inh = FAS thioesterase (human) inhibition; inhibition, % at 15 µM; recombinant FAS-TE, OMFH fluorogenic substrate, fluorescence endpoint; P49327; 360,000 compounds, 0.67% hits;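 active = compounds whose normalised, plate-corrected inhibition of enzyme fluorescence in the single-dose primary screen is 50% or more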;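 also: 0% = DMSO with enzyme and 100% = substrate without enzyme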
E coli Lon inh = inhibits E. coli Lon protease; P0A9M0; purified E. coli Lon protease, fluorescence polarization; inhibition, % at 7.94 µM; 360,000 compounds, 0.42% hits; AID 602123; in the data active = inhibition above about 13%, passing the limit was not always enough;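 also: 0% = enzyme with probe and DMSO and 100% = no enzyme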
Tb MetRS inh = Trypanosoma brucei MetRS inhibition; purified T. brucei MetRS, ATP depletion, Kinase-Glo luminescence; inhibition, % at 11.9 µM; 360,000 compounds, 0.4% hits;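 active = inhibition above a per-plate cutoff of the control wells' mean inhibition plus 3 SD, cut at about 5.5% in these data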;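 also: 0% = DMSO wells median and 100% = median of wells with control inhibitor compound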
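Material: T. brucei methionyl-tRNA synthetase, purified; reagent: substrates ATP, L-methionine and bulk Escherichia coli tRNA; dosing: 11.9 µM single point; timing: 15 min plus 2 h at 25 °C; detection: luminescence of leftover ATP; evaluation: % inhibition; control set: DMSO-only wells as low control; replicates: singlicate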
SKN-1 inh = blocks SKN-1 activity in C. elegans; AID 624304; 360,000 compounds, 0.49% hits; C. elegans VP596 Pgst-4::GFP/RFP ratio, acrylamide-induced, 24 h; inhibition, % at 21.8 µM;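 active = interference check ratio from 0.5 to 1.5 plus GFP to RFP signal ratio inhibition reaching or exceeding a fixed threshold, cut at about 30% in these data, passing the limit was not always enough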; also: some compounds called inactive have numbers as strong as hits
CendR NRP1 mod = alters CendR peptide binding to human NRP-1; O14786; FAM-RPARPAR peptide binding to NRP-1, fluorescence polarization; inhibition, % at 25 µM; 360,000 compounds, 0.85% hits; AID 602438;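 active = inhibition or corrected inhibition above about 18%, plus a signal ratio from 0.5 to 1.5, limit read from the data, passing the limit was not always enough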; also: strong numbers were not always called active
MsrA inhibitor = inhibitors of bovine MsrA; purified bovine MsrA, absorbance read-out; inhibition, % at 15.5 µM; 360,000 compounds, 0.75% hits; in the data active = inhibition above about 4.5%;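 also: 0% = vehicle wells with enzyme and 100% = reference inhibitor wells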
MT1-MMP act inh = inhibitors of human MT1-MMP activation. 360,000 compounds, 0.061% hits. HT1080 RFP-PRO-GFP cells, GFP/RFP ratio fluorescence, overnight; percent of plate control window, DMSO zero. GFP/RFP ratio change, % at 20 µM. P50281. AID 651647;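 active = GFP/RFP ratio change of at least 30% with cell ATP level not reduced by more than half and red fluorescence within 50% of control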; also: strong numbers were not always called active
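Assay system: HT1080 cells carrying an RFP-PRO-GFP reporter | Dosing: Single dose of 20 µM compound, 1% DMSO final | Incubation: Cells overnight before dosing, compound overnight, 37 °C, 5% CO2 | Evaluation: GFP/RFP fluorescence ratio | Control set: DMSO and RFP-L50D-GFP cell wells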
* marks the source's active call; other numbers are inactive results; nt = no result given.

Below each compound: MsrA act	MLLE-PAM2 inh	FAS-TE inh	E coli Lon inh	Tb MetRS inh	SKN-1 inh	CendR NRP1 mod	MsrA inhibitor	MT1-MMP act inh
CCN(CC)S(=O)(=O)c1ccc(NC(=O)C2CCCN(C(=O)c3ccc(Cl)cc3)C2)cc1 (stereo not given)
  -4	-2	7	-7	-0.1	5	10	-0.6	7
CCc1ccc(/C=C2\SC(=S)N(CCC(=O)Nc3cc(C)on3)C2=O)cc1
  -3	-68	-5	-14	-0.7	10	-82	-1.5	-25
CC1(C)NC(=O)N(CC(O)COc2ccccc2[N+](=O)[O-])C1=O (stereo not given)
  -7	10	-6	1	-0.5	-2	0	1.2	1
Cc1nc(NCc2ccccc2)c(C(N)=O)c2c1COC(C)(C)C2
  -9	-5	-6	-1	-1.4	16	-1	1.0	0
Cc1ccc(S(=O)(=O)N2CCN(C(=O)c3cc(-c4cccs4)nn3-c3ccccc3)CC2)cc1
  -6	-3	35	1	-0.6	-26	6	0.6	3
CCC(C)CNC(=O)c1[nH]c(C(F)(F)F)nc1-c1ccccc1 (stereo not given)
  -7	-4	-4	-15	-0.9	9	9	2.1	2
C=C(C)COc1ccc(-c2ncnc(C(F)(F)F)c2-c2ccc(OC)cc2)c(O)c1
  0	2	22	1	0.7	28	5	0.1	-3
C=C1CCN([C@@H](CC(C)C)C(=O)Nc2nc3ccc(Cl)cc3s2)S(=O)(=O)c2ccccc21
  -3	-9	32	-7	-0.4	-1	18	0.6	-20
CCN(CC)C(=O)C1CCN(CC2CC=CCC2)CC1 (stereo not given)
  -11	14	-19	-2	-1.1	-16	-2	0.6	3
O=C(Nc1ccc2c(c1)OCCO2)N1CCN(c2ccccc2)CC1
  -1	10	-4	-1	-0.9	-11	-2	-0.3	4
CCOc1ccc(CCNC(=O)COC(=O)COc2ccc(C#N)cc2)cc1OCC
  -5	4	-3	-12	-0.5	-12	-8	0.9	2
CC(=O)Oc1ccc(/C(C)=N/N2CCN(Cc3ccc(C)cc3)CC2)cc1
  -12	-8	-2	4	-1.1	-4	-8	-0.8	1
CCCCC(c1nnnn1CCOC)N1CCN(C)CC1 (stereo not given)
  2	1	-8	-3	-0.1	-10	-7	0.3	-4
CC(C(=O)Nc1ccc2c(c1)OCO2)N(C)CC(=O)Nc1ccc(Cl)cc1 (stereo not given)
  -4	11	4	1	2.4	1	12	0.7	0
O=C(NCc1ccco1)C1CCN(C(=O)c2ccc(Cl)cc2)CC1
  -6	-6	-2	-3	-0.5	1	7	0.9	0
Cc1ccnc(SCC(=O)N2CCN(c3cccc(Cl)c3)CC2)n1
  2	17	3	-6	-0.7	12	10	0.2	2
Cc1ccc(C(=O)C2(C)C3c4cc(Br)ccc4OC(=O)C32C(=O)c2ccco2)cc1 (stereo not given)
  0	-4	41	-2	-0.5	17	8	0.1	1
CCn1c(SCC(=O)c2ccc(OC)cc2)nnc1C(C)NC(=O)c1ccc(OC)cc1 (stereo not given)
  -1	11	-2	0	-1.3	-12	-30	-0.2	3
CCC(C)NC(=O)CN(c1cc(C)cc(C)c1)S(=O)(=O)c1c(C)[nH]c(=O)[nH]c1=O (stereo not given)
  -2	5	-9	-2	-0.2	3	-7	-1.8	7
CCc1nc(=O)c(-c2ccccc2)c(C)n1-c1ccccc1
  -2	8	-7	-6	-0.6	16	-6	-1.1	1
Cc1ccc(OCCC(=O)N(Cc2ccccc2)c2c(N)n(Cc3ccccc3)c(=O)[nH]c2=O)cc1
  -2	-4	1	-7	-0.3	-5	-11	-0.5	-4
COc1cccc(C(=O)CSc2nnc(-c3ccco3)n2CC2CCCO2)c1 (stereo not given)
  -3	-5	-1	-4	-0.3	-2	0	-0.2	-2
Nc1nc(-c2cc3ccccc3o2)cs1
  -13	6	-8	-2	-1.6	0	2	1.1	-2
COc1ccc(/C=N\N=C2/SC(CC(=O)O)C(=O)N2c2ccc(O)cc2)cc1OC (stereo not given)
  -6	-39	-14	6	0.5	-1	-3	5.9*	1
CN(C)c1ccc(-c2nc3cnccn3c2Nc2ccc3c(c2)OCCO3)cc1
  -3	4	6	-5	-0.1	-1	-8	1.7	2
Cc1ccc(C)c(NS(=O)(=O)c2ccc(OCC(=O)NCC3CCCO3)cc2)c1 (stereo not given)
  -6	7	-4	-6	-0.9	8	2	0.2	-2
CCC(=O)NCCn1c(C)cc2ccccc21
  -3	22	-5	5	-0.5	39*	10	nt	5
c1ccc2c(c1)SCc1nnc(-c3ccncc3)n1-2
  1	-20	-3	1	-0.8	5	-8	-0.4	4
Cc1ccc([C@H]2C[C@H](O)[C@@H](n3cc(COC(=O)c4ccccc4)nn3)CN2C(=O)c2cccs2)cc1
  -6	7	0	-4	-1.0	-3	0	-0.5	2
CCOC(=O)N1CCC(NC(=O)C2CCCN(S(=O)(=O)c3ccc4c(c3)oc(=O)n4C)C2)CC1 (stereo not given)
  -2	4	-5	-2	-1.2	6	0	-0.5	1

(further entries)
structure | MsrA act | MLLE-PAM2 inh | FAS-TE inh | E coli Lon inh | Tb MetRS inh | SKN-1 inh | CendR NRP1 mod | MsrA inhibitor | MT1-MMP act inh
Cc1cc(NC(=O)NCc2ccccc2)c(=O)n(Cc2ccc(F)cc2)c1 | -5 | -19 | -2 | -4 | -0.7 | -7 | -10 | 0.8 | -2
Cc1ccc[n+](-c2nc([O-])sc2/C=N/Nc2ccc([N+](=O)[O-])cc2)c1 | 2 | 60* | 6 | 19 | -0.3 | 17 | 20 | 0.3 | 14
O=C(CSc1ccc2nnc(-c3ccccn3)n2n1)Nc1ccccc1 | -8 | 5 | -4 | 2 | 0.2 | -18 | 0 | 1.7 | -2
CON=C1C=C(C)C(=O)C(C)=C1C | -2 | -3 | -6 | -6 | -0.3 | 10 | -4 | -1.0 | 0
CCc1cc2c(COC(=O)c3cccc(NS(C)(=O)=O)c3)cc(=O)oc2cc1O | -2 | -5 | 7 | 2 | -0.2 | 14 | -1 | 1.8 | -5
CCC1=NC(c2ccc(Br)cc2)N(O)C1(C)C (stereo not given) | -2 | -9 | -1 | 2 | 0.2 | 8 | 2 | -0.9 | 8
COc1cccc2c(Cl)c(CC=C(Cl)Cl)c(C)nc12 | -7 | 25 | -2 | -5 | -1.1 | -5 | 1 | -1.0 | -4
CCOc1ccc(NC(=O)CSC2=C(C#N)C(c3ccc4c(c3)OCO4)CC(=O)N2)cc1 (stereo not given) | -11 | 5 | -7 | -5 | -0.9 | -26 | -1 | -1.4 | 7
Cc1cc(C)cc(NC(=O)C(=S)NCc2ccccc2)c1 | 1 | -9 | 24 | 0 | -0.3 | -4 | -11 | 0.7 | 1
Cc1ccc(Cn2ccc(NC(=O)c3cc(C4CC4)on3)n2)cc1 | -1 | -3 | 10 | -7 | -0.3 | 8 | -15 | 1.6 | -5

Record cards, from the list above.
Results for Cc1cc(C)cc(NC(=O)C(=S)NCc2ccccc2)c1 : MsrA act: 1; MLLE-PAM2 inh: -9; FAS-TE inh: 24; E coli Lon inh: 0; Tb MetRS inh: -0.3; SKN-1 inh: -4; CendR NRP1 mod: -11; MsrA inhibitor: 0.7; MT1-MMP act inh: 1
Results for Cc1ccc(Cn2ccc(NC(=O)c3cc(C4CC4)on3)n2)cc1 : MsrA act: -1; MLLE-PAM2 inh: -3; FAS-TE inh: 10; E coli Lon inh: -7; Tb MetRS inh: -0.3; SKN-1 inh: 8; CendR NRP1 mod: -15; MsrA inhibitor: 1.6; MT1-MMP act inh: -5
Results for Cc1cc(NC(=O)NCc2ccccc2)c(=O)n(Cc2ccc(F)cc2)c1 : MsrA act: -5; MLLE-PAM2 inh: -19; FAS-TE inh: -2; E coli Lon inh: -4; Tb MetRS inh: -0.7; SKN-1 inh: -7; CendR NRP1 mod: -10; MsrA inhibitor: 0.8; MT1-MMP act inh: -2

(more compounds)
structure | MsrA act | MLLE-PAM2 inh | FAS-TE inh | E coli Lon inh | Tb MetRS inh | SKN-1 inh | CendR NRP1 mod | MsrA inhibitor | MT1-MMP act inh
COc1ccc(-c2sc(NC(=O)c3ccc(C)cc3)nc2-c2ccc([N+](=O)[O-])cc2)cc1 | 0 | -6 | -30 | 3 | -0.2 | 6 | -12 | 1.2 | -7
CCCCC(=O)NC(NC(=S)N1CCOCC1)C(Cl)(Cl)Cl (stereo not given) | -3 | 15 | -4 | -6 | -0.5 | -13 | 11 | 0.6 | 3
COC(=O)c1ccc(N2C(=O)Nc3ccccc3N2O)cc1 | -4 | 12 | -4 | -4 | -0.2 | 2 | -1 | -0.1 | 2
Cc1ccccc1NC(=S)N1CCCC1 | -4 | -36 | 12 | 2 | 0.2 | -13 | -7 | -0.8 | -1
COc1ccc(CNC(=O)c2csc(Cc3ccccc3)n2)cc1 | -4 | 3 | 9 | -7 | -0.3 | -3 | -2 | 0.2 | 1
O=C1C=C(NCCc2cc(Br)c(O)c(Br)c2)C(=O)c2ncccc21 | 1 | 23 | 42 | -2 | 0.5 | 20 | 42* | -0.9 | -9
Cc1ccccc1S(=O)(=O)Cc1ccc(C(=O)NCc2ccccc2)o1 | -5 | 1 | 1 | -2 | -0.8 | 10 | 0 | -1.9 | -2
O=C(Nc1cccc(F)c1)c1cc(S(=O)(=O)N2CCC(C(=O)O)CC2)ccc1F | -1 | -8 | -4 | 3 | 0.4 | 7 | -7 | 1.2 | 5
COc1cc(/C=N/NC(=O)c2cc3ccccc3[nH]2)ccc1O | -1 | 7 | 0 | -2 | 5.1 | 25 | 1 | 8.4* | 5
Cc1cc(C(C)(C)C)cc(S(=O)(=O)Nc2cccc(C(=O)O)c2)c1C | -1 | -3 | -10 | -2 | -0.1 | 1 | -7 | 0.0 | 5

Next part, overlapping the part above by 2 compounds.
structure | MsrA act | MLLE-PAM2 inh | FAS-TE inh | E coli Lon inh | Tb MetRS inh | SKN-1 inh | CendR NRP1 mod | MsrA inhibitor | MT1-MMP act inh
COc1cc(/C=N/NC(=O)c2cc3ccccc3[nH]2)ccc1O | -1 | 7 | 0 | -2 | 5.1 | 25 | 1 | 8.4* | 5
Cc1cc(C(C)(C)C)cc(S(=O)(=O)Nc2cccc(C(=O)O)c2)c1C | -1 | -3 | -10 | -2 | -0.1 | 1 | -7 | 0.0 | 5
Cc1c(NC(=S)NC(=O)c2cc3ccccc3o2)c(=O)n(-c2ccccc2)n1C | -4 | 20 | -5 | -7 | -0.9 | -11 | -8 | 1.0 | 0
CCC(C)Nc1nc2c(c(=O)[nH]c(=O)n2C)n1CCCc1ccccc1 (stereo not given) | -2 | -7 | -1 | -2 | 0.6 | 2 | 9 | -1.2 | 4
O=C(CC(O)(c1ccccc1)C(F)(F)F)c1cccs1 (stereo not given) | -12 | -9 | -5 | -11 | -0.3 | -5 | 10 | 1.0 | -1
Cc1ccc(N2CC(c3nc4ccccc4[nH]3)CC2=O)c(C)c1 (stereo not given) | 0 | 5 | -3 | 0 | 8.3* | 9 | 0 | 0.1 | 1
CCCC(=O)Nc1ccccc1NC(C)=O | -8 | -1 | -9 | -2 | -0.2 | -18 | -1 | 0.6 | -2
Fc1ccc(-c2ccc(/C=N/n3cnnc3)o2)cc1 | -4 | -18 | 10 | 1 | -0.4 | 1 | -8 | 4.5 | 0
Cc1cc(C)nc(NC(=O)C(C)C)n1 | 3 | -1 | -2 | -4 | -0.7 | -3 | 13 | -0.4 | 2
CC(=O)Nc1nnc(SCC(=O)NCc2ccc3c(c2)OCO3)s1 | -7 | -16 | -7 | -9 | -0.9 | -3 | -6 | -0.4 | -2

Compound activity deposited in PubChem by several laboratories.
